HT1080 IDH1KD tx = qHTS for induction of synthetic lethality in tumor cells producing 2HG: qHTS for the HT-1080-IDH1KD cell line. HT-1080 IDH1 knockdown viability, ATP luminescence, 48 h. Potency, µM (series often up to 46.1 µM), for the others: at the highest dose activity, negative = toxicity, actives largely listed as cytotoxic. actives 2% (n = 360,000). AID 686971, 2013;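 note: potency is the fitted concentration of half-maximal effect; 0% = DMSO wells and -100% = cell-free medium wells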
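CellTiter-Glo luminescence after 48 h compound exposure at 37 degrees C of IDH1-knockdown HT-1080 cells in 5% FBS RPMI. %Activity scaled between DMSO wells and cell-free media wells, with curves fitted and assigned curve classes.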
SW480 rereplic = A quantitative high throughput screen for small molecules that induce DNA re-replication in SW480 colon adenocarcinoma cells | SW480 DNA re-replication, Hoechst DNA content imaging, 48 h | Potency, µM (doses to about 46.1 µM), inactives show top-dose re-replication activation, usual class: activators | actives 1.8% (n = 340,000); note: potency is the fitted concentration of half-maximal effect; % of control where 0% means no effect; nearly all actives have a fitted effect of over 55% in size
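Quantitative HTS format with DMSO vehicle controls; 48 hr drug incubation at 37 C, then 40 min Hoechst staining and scanning imager measurement at 405 nm excitation.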
ATXN viability = Viability Counterscreen for Primary qHTS for Inhibitors of ATXN expression; S2 cells (HEK-293 line with an ATXN2-luciferase reporter) viability, CellTiter-Fluor protease fluorescence, 24 h; Potency, µM (top dose mostly 56.7 µM), usual class: cytotoxic; actives 0.49% (n = 400,000); AID 651635, 2014; note: potency is the fitted concentration of half-maximal effect; nearly all actives have a fitted effect of over 40% in size
HepG2 viability = qHTS for Inhibitors of TGF-b: Cytotox Counterscreen | Potency, µM (highest dose often 46.1 µM), for inactives: at the top dose activity change, negative = cytotoxicity, usual class: cytotoxic | AID 588856, 2011 | actives 0.76% (n = 410,000) | HepG2 CAGA-GFP viability, ATP luminescence, 18 h; note: potency is the fitted concentration of half-maximal effect; some results filed as inactive show a strong effect at the top dose
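CellTiter-Glo luminescence gave cytotoxicity after 18 hours at 37 degrees C. The cells were HepG2 CAGA-GFP in 1% FBS DMEM, stimulated with 500 pg/mL TGF-beta after compound addition. %Activity was normalised to no-cell wells (complete cell-killing) and DMSO (no toxicity), and curves were fitted and classified.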
KB-3-1 cytotox = qHTS assay for MDR1-selective chemotherapeutics: Primary screen using the parental adenocarcinoma cell KB-3-1 | actives 1.4% (n = 400,000) | Potency, µM (doses to about 46.1 µM), for inactives: top-dose activity change, negative = cytotoxic, actives largely listed as cytotoxic | KB-3-1 viability, CellTiter-Glo ATP luminescence, 72 h; note: potency is the fitted concentration of half-maximal effect; % is set by controls: 0 for no effect and ±100 for the full control effect; nearly all actives have a fitted effect of over 60% in size
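Multi-concentration cytotoxicity screen in KB-3-1 cells grown in DMEM lacking phenol red with 10% FBS. After 72 h at 37 °C with compound, ATP-dependent luminescence was recorded.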
IL-1B inflam inh = qHTS for Inhibitors of Inflammasome Signaling: IL-1-beta AlphaLISA Primary Screen; actives 4.7% (n = 360,000); THP-1 LPS/ATP IL-1B secretion, AlphaLISA, 16 h; stronger effect = lower value; activity change, % at 57.5 µM; AID 743279, 2014; in the data active = activity change below about -50%; inconclusive = mostly about -30% to -49%; note: % is set by controls: 0 for no effect and ±100 for the full control effect
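THP-1 cells pretreated 1 hr with compounds (up to 57.5 uM final), then stimulated with LPS (250 ng/mL final) plus ATP (1.25 mM final); secreted IL-1B measured by AlphaLISA after 16 hr, decreased signal indicating inhibition.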
HT1080-NT tox = qHTS for induction of synthetic lethality in tumor cells producing 2HG: qHTS for the HT-1080-NT fibrosarcoma cell line; Potency, µM (titrated, usually from 46.1 µM), without a hit: at the highest dose activity, negative = less viability, usual class: cytotoxic; HT-1080-NT fibrosarcoma viability, CellTiter-Glo ATP luminescence, 48 h; AID 686970, 2013; actives 1.6% (n = 360,000);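 note: NT is the 2HG producing partner of a matched IDH1 knockdown line; potency is the fitted concentration of half-maximal effect; 0% = DMSO-treated cells and -100% = media-only wells without cells; nearly all actives have a fitted effect of over 55% in size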
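HT-1080-NT fibrosarcoma cells (2HG-overproducing), 750 cells/well in RPMI with 5% FBS, dosed after 2 h and incubated 48 h at 37C. CellTiter-Glo luminescence normalized to DMSO and no-cell wells; concentration-response curves fitted and classed.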
MCF10A rerep = A quantitative high throughput screen for small molecules that induce DNA re-replication in MCF 10a normal breast cells | AID 624296, 2012 | MCF 10A DNA re-replication, Hoechst nuclear intensity, 48 h | actives 2.9% (n = 350,000) | Potency, µM (highest dose often 46.1 µM), for the others: at the top dose activity, positive = re-replication, most hits filed as activators; note: potency is the fitted concentration of half-maximal effect; % of control where 0% means no effect; nearly all actives have a fitted effect of over 50% in size
ATXN2 expr inh = Primary qHTS for Inhibitors of ATXN expression; HEK-293 ATXN2-luciferase reporter, luminescence, 24 h; actives 0.72% (n = 360,000); Potency, µM (doses to about 57 µM), for inactives: at the top dose activity change, negative = inhibition, usual class: inhibitors; note: potency is the fitted concentration of half-maximal effect; % is set by controls: 0 for no effect and ±100 for the full control effect; nearly all actives have a fitted effect of over 55% in size
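qHTS (up to 57 uM final) was run with 24 h compound exposure of reporter cells at 37 °C. Each well was multiplexed: SteadyGlo luminescence measured ATXN2-luciferase expression after a fluorogenic Gly-Phe-AFC viability readout (25 uM final).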
Starred values were filed as active, the others as inactive; i = inactive; ? = inconclusive; . = no result given; & = joins results of further samples; [ ] = remark or other dose. Unless noted, calls come from the whole dose curve; as a rule, active = well fitted curve in the direction sought with a large enough effect; inconclusive = small, poorly fitted or top-dose-only effect, or another doubt; inactive = no such curve, though single readings can be large; an effect the other way counts as inactive or inconclusive.

SMILES	HT1080 IDH1KD tx	SW480 rereplic	ATXN viability	HepG2 viability	KB-3-1 cytotox	IL-1B inflam inh	HT1080-NT tox	MCF10A rerep	ATXN2 expr inh
CCc1ccc(Oc2coc3cc(OC(=O)c4cc5ccccc5oc4=O)ccc3c2=O)cc1	1%	-84%[inhibitor]	i	7%	-1%	14	-7%	-6%	20%
O=C1C(CSCc2ccccc2)NC(=S)N1c1ccccc1 (stereo unspecified)	11%	?	i	-1%	4%	-15	-8%	-2%	.
COc1ccc(/C=C/C(=O)Nc2cccc(S(=O)(=O)NC3=NCCCCC3)c2)c(OC)c1	5%	-58%[inhibitor]	i	-4%	15%	-18	9%[9.24 µM]	2%	-8%
COc1cc2c(cc1OC)CN(C(=O)c1cccc([N+](=O)[O-])c1)CC2	7%	-3%	i	6%	10%	-8	6%	-1%	-15%
COCCCn1c(C)c(C(C)=O)cc(NC(=O)c2ccccc2)c1=O	4%	-33%[inhibitor]	i	-6%	11%	-11	1%	8%	-18%
CC1(C(=O)NS(=O)(=O)c2ccc(F)cc2F)CCN1C(=O)CCc1ccc(Cl)cc1Cl (stereo unspecified)	2%	.	i	2%	0%	14	-1%	.	4%
CCOc1ccc(-c2n[nH]c(=S)n2/N=C/c2cc3c(cc2[N+](=O)[O-])OCO3)cc1	-5%	-5%	i	-8%	0%	-5	3%	-5%	5%
Nc1ccc(C(=O)N/N=C/c2ccccc2)cc1	-2%	-13%	?	-12%	0%	-20	-1%	0%	16%
Cc1c(N(C(=O)c2cnccn2)C2(C(=O)NC3CCCC3)CCCCC2)c(=O)n(-c2ccccc2)n1C	24%	-5%	i	25%	1%	8	18%	18%	13%
COc1cccc(-c2nc3nc(C)cc(C)n3c2NC2CCCC2)c1	1%	.	?	.	-22%	-11	-2%	.	-8%
COc1ccc(NC(=O)C2Cc3cc(S(=O)(=O)N4CCCCC4)ccc3N2C(C)=O)cc1Cl (stereo unspecified)	-6%	23%	i	-20%	-12%	-2	-14%	?	-2%
Cc1noc(C)c1COC(=O)C1(c2cccc(F)c2)CCCC1	-6%	-4%	i	-1%	-6%	-1	-5%	-1%	-13%
COCCn1c(SCC(=O)Nc2c(C)n(C)n(-c3ccccc3)c2=O)nc2ccccc2c1=O	2%	?	i	-6%	-11%	-3	-3%	0%	-16%
C[C@@H]1CN([C@H](C)CO)S(=O)(=O)c2ccc(-c3ccc(C(=O)N(C)C)cc3)cc2O[C@H]1CN(C)C(=O)Cc1ccccn1	10%	.	i	-4%	17%	0	20%	.	1%
COc1ccc(C(=O)NC(=S)Nc2cc3oc4ccccc4c3cc2OC)cc1	23%	3%	i	0%	3%	21	12%	1%	2%

Molecules from the list above containing a Cl atom:
SMILES	HT1080 IDH1KD tx	SW480 rereplic	ATXN viability	HepG2 viability	KB-3-1 cytotox	IL-1B inflam inh	HT1080-NT tox	MCF10A rerep	ATXN2 expr inh
CC1(C(=O)NS(=O)(=O)c2ccc(F)cc2F)CCN1C(=O)CCc1ccc(Cl)cc1Cl (stereo unspecified)	2%	.	i	2%	0%	14	-1%	.	4%
COc1ccc(NC(=O)C2Cc3cc(S(=O)(=O)N4CCCCC4)ccc3N2C(C)=O)cc1Cl (stereo unspecified)	-6%	23%	i	-20%	-12%	-2	-14%	?	-2%

Next part.
SMILES	HT1080 IDH1KD tx	SW480 rereplic	ATXN viability	HepG2 viability	KB-3-1 cytotox	IL-1B inflam inh	HT1080-NT tox	MCF10A rerep	ATXN2 expr inh
C[C@H](CO)N1C[C@H](C)[C@@H](CN(C)Cc2ccc(Oc3ccccc3)cc2)Oc2c(NS(=O)(=O)c3cn(C)cn3)cccc2C1=O	6%	10%	i	2%	15%	-1	-15%	-9%	-2%
COc1ccc(N2CCN(Cc3cc(=O)c(OCC(=O)NC4CCCC4)co3)CC2)cc1	6%	-4%	i	-2%	1%	8	4%	8%	-11%
COc1cc(Cl)ccc1OCc1cc(C(=O)N2CCN(C)CC2)no1	-5%	6%	i	-5%	-7%	0	-5%	4%	1%
Cc1ccc(CN2CCN(C3CCN(S(=O)(=O)c4ccc(C)cc4)CC3)C(=O)C2=O)cc1	.	.	i	-1%	9%	.	.	.	-6%
Cc1cc(C(=O)NCC(=O)OCC(=O)NCC2CCCO2)ccc1[N+](=O)[O-] (stereo unspecified)	-2%	-9%	i	-8%	-18%	17	3%	1%	-7%
CN(C)CCCNc1ccc(-c2cc(Nc3cccc(Cl)c3)ncn2)cn1	-4%	?	?	-40%	-5%	-3	-14%	21µM*	?
CCSc1nc2sc3c(c2c(=O)[nH]1)CCCC3	-20%	-7%	i	-3%	-1%	38	-15%	?	19%
COc1ccccc1-c1cc(C(=O)Nc2cccnc2Cl)no1	25%	8%	i	9%	3%	-17	?	-10%	-6%
Cn1nc(C(F)(F)F)c2cc(NC(=O)OCc3ccc(F)cc3)sc21	?	-6%	i	-41%	8%	-87*	-24%	?	2%
COc1ccc(/C=C/C(=O)OCC(=O)c2c[nH]c3ccccc23)cc1	-3%	-4%	i	2%	-1%	24	-2%[9.24 µM]	2%	5%
COc1ccc(CC(=O)OC(C)CN2CCCC2)cc1 (stereo unspecified)	-1%	4%	i	-14%	6%	5	-3%	-5%	2%
CCCCn1nnnc1C1(C)CCC(=O)N1CC(F)(F)F (stereo unspecified)	10%	.	i	.	4%	21	21%	.	8%
COc1ccc(-c2cc(C(F)(F)F)n3ncc(C(=O)NCc4ccco4)c3n2)cc1	0%	4%	i	2%	-4%	-2	1%	?	0%
O=C(Cn1c(=O)oc2ccccc21)N1CCN(c2ccc(N3CCOCC3)nn2)CC1	14%	-10%	i	0%	-2%	-10	3%	0%	4%
Cc1ccccc1S(=O)(=O)N1C[C@H]2CON(C)[C@H]2C[C@H]1c1cccc(Oc2ccccc2)c1	-30%	8.2µM*	i	-24%	0%	34	-8%	?	5%
CC(C)(C)C(=O)Nc1nnc([C@H]2C[C@H](O)[C@@H](CO)O2)s1	5%	.	i	-2%	0%	39	26%	.	10%
COc1ccc(OCC(=O)Nc2ccc3c(c2)C(=O)NC3=O)cc1	-6%	0%	i	6%	-11%	-2	3%	3%	4%
Cn1nc(-c2ccc(Cl)cc2)c2cc(C(=O)N3CCOCC3)sc21	-10%	2%	i	-5%	-1%	9	-7%	16%	-10%
O=C(Nc1ccccc1)Nc1ccno1	12%	0%	i	-3%	-6%	7	3%	-1%	-11%
Cc1ccc(-n2ccc(-c3nn(-c4ccccc4)ccc3=O)n2)cc1	-1%	-1%	i	4%	8%	-10	1%	-5%	8%
Cc1cc(C)cc(N(CC(=O)Nc2ccc(C(F)(F)F)cc2)S(=O)(=O)c2c(C)[nH]c(=O)[nH]c2=O)c1	0%	?	i	-25%&-17%	5%&22%	13	-7%	?	8%
CCOC(=O)C1(C)CCN1C(=O)c1ccccc1C (stereo unspecified)	16%	.	i	7%	1%	11	18%	.	1%
C=CCSc1nc(C)cc2c1C(=O)OC2	4%	-41%[inhibitor][1.84 µM]	i	-9%	-10%	10	-1%	?	22%
Cc1cc(OCC(=O)OCC(=O)Nc2cccnc2Cl)ccc1Cl	2%	-8%	?	-6%	1%	8	6%	-1%	2%
O=C(CSc1ccc(-c2ccco2)nn1)N1CCCCC1	11%	0%	i	-15%	12%	0	-4%	0%	-1%
O=C(Cn1nnc(-c2ccccc2F)n1)OCC(=O)c1ccccc1	23%	-10%	i	9%	5%	28	5%	1%	-13%[11.3 µM]
O=C1CC(NC(=O)C(F)(F)F)=NN1c1ccccc1	1%	-2%	i	8%	-3%	-18	-1%	-7%	-7%
Cc1ccc(S(=O)(=O)N2CCCC2C(=O)Nc2cc(C)on2)cc1 (stereo unspecified)	-1%	5%	i	-4%	-3%	-12	20%	9%	6%
CC(C)CCNC(=O)CO/N=C/c1ccccc1OC(F)F	0%	.	i	-7%	0%	0	1%	0%	-5%
Cc1cccc(NC(=O)c2ccc3oc(=O)c(S(=O)(=O)c4ccc(F)cc4)cc3c2)c1C	.	.	i	-8%	8%	.	.	.	-2%
O=C1NC2c3c(I)sc(I)c3C(=O)C2O1 (stereo unspecified)	?	16µM*	.	-9%	?	-56*	?	13µM*	?
COc1cccc(-c2nc(N3CCCC3)c3ccccc3n2)c1O	5%	1%	i	0%	-3%	16	9%	?	15%
O=C(Nc1ccc2c(c1)OCO2)c1ccc2sc([C@@H]3O[C@H](CO)[C@@H](O)[C@H]3O)nc2c1	14%	.	i	-11%	0%	6	-2%	.	10%
CCOc1ccc(-c2cn3c(n2)sc2cc(C(=O)NC4CCCc5ccccc54)ccc23)cc1 (stereo unspecified)	.	.	i	0%	6%	.	.	.	1%
O=C(COC(=O)C1CCC1)Nc1cc(S(=O)(=O)N2CCOCC2)ccc1Cl	2%	.	i	-1%	-2%	-4	8%	.	.
CCNc1ncnc2c1cnn2C1CCCCO1 (stereo unspecified)	-4%	-5%	i	29%	14%	-2	-1%	-2%	7%
Cc1oc2cc3oc(=O)c(CCC(=O)NCc4ccccn4)c(C)c3cc2c1C	7%	-8%	i	-5%	0%	-6	6%	15%	11%
N#Cc1ccccc1S(=O)(=O)N1CCN(CC(O)c2ccccc2)CC1 (stereo unspecified)	-2%	-1%	i	-15%	-2%	-10	0%	-2%	-14%
CC(C)OC(=O)c1cccc(C(=O)O)n1	8%	0%	i	3%	5%	8	14%	-2%	2%
O=C(CC1Oc2ccccc2NC1=O)NCc1ccc(Cl)cc1 (stereo unspecified)	11%	4%	i	-3%	3%	-10	0%	0%	-3%
